TbHK1 inh: blocks Trypanosoma brucei hexokinase 1 activity; recombinant TbHK1, G6PDH-coupled NADH A340; inhibition, % at 10 µM; hit rate 0.11% among 220,000; AID 1430;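 active = inhibition of 50% or more in the single-dose primary screen; inactive = inhibition below 50%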
PPC-1+TRAIL kill: compounds killing PPC-1 cancer cells with TRAIL present (potentiator screen, no TRAIL-free arm). PPC-1 cells + TRAIL, ATPLite viability luminescence. cell killing (% activity), % at 4 µM. hit rate 0.41% among 220,000. AID 1443;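 active = cell killing above 50% in the first pass at 4 µM, then a duplicate retest at 5 µM averaging 50% or more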;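 also: plate controls were cells with TRAIL plus DMSO for no effect and medium-only wells lacking cells for full effect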
KCC2 mod: KCC2 (human) Cl- transport modulation | KCC2 cells, thallium flux FluoZin-2 fluorescence | B-score of Tl+ flux slope (higher = more flux/activation; lower = inhibition) at 10 µM | hit rate 2.2% among 190,000;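 active = thallium flux slope and its plate-corrected score both differing from the plate sample mean at a set confidence after two filtering rounds, in either direction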;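 also: slope of fluorescence scaled to starting intensity during 10 to 20 s after thallium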
EBV gp42 inh: EBV gp42 inhibition; Q1HVG2; AID 1085; hit rate 0.42% among 220,000; Fluorescence polarization binding assay, mP read-out; inhibition, % (tested at 21.74 µM); in the data active = inhibition above about 50%
Target sequence (Q1HVG2 whole entry, looked up): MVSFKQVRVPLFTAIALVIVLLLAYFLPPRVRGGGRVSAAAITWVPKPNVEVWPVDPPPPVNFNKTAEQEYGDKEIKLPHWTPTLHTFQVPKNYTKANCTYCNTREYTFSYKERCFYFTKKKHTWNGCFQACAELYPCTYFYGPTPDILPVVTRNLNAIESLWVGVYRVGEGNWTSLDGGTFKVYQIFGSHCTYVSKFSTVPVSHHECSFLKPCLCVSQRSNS
zfTRPN1 agonist: zebrafish TRPN1 (NompC) channel agonism | hit rate 0.18% among 220,000 | activation, % at 3 µM | AID 1424 | HEK293 zebrafish TRPN1-YFP, Fluo-8 calcium fluorescence; 100% = response to 87 µM carbachol;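 active = activation above its plate's cutoff, the mean activation of test wells on that plate plus 3 SD, cut at about 19% in these data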;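 also: 0% = DMSO alone and 100% = 87 µM carbachol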
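Control set: carbachol 87 µM as high control, DMSO as low control; system: HEK293 stable line with zebrafish TRPN1-YFP; read-out: % activation versus carbachol response; detection: intracellular calcium fluorescence with Fluo-8; doses: single test compound dose, 3 µM nominal, 0.3% DMSO; schedule: dye 1 h 37 °C plus 30 min RT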
TRPML3 agonist: activates the human TRPML3 channel; Q8TDD5; HEK293 TRPML3-YFP, Fluo-8 calcium fluorescence; 100% = the carbachol control signal; activation, % at 3 µM; hit rate 0.29% among 220,000; AID 1448;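 active = activation above its plate's cutoff, the mean activation of the plate's test wells plus 3 SD, cut at about 12% in these data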;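 also: 0% = DMSO only wells and 100% = carbachol wells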
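Test system – HEK293 line with stable expression of human TRPML3-YFP channel · Control set – carbachol 87 µM final as high control (100%), DMSO as low control (0%) · Signal – Fluo-8 calcium dye fluorescence, ex 470-495, em 515-575 nm · Incubation – 1-h 37 °C dye load, 5-s basal, 120-s post-compound reads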
Calpain2 inh: inhibitors of pig calpain II. inhibition, % at 16 µM. hit rate 0.37% among 220,000. purified calpain II, fluorogenic peptide substrate, 30 min;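 active = inhibition above about 50%, limit read from the data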
Furin inhibitor: blocks human furin protease activity; purified furin, fluorogenic substrate cleavage; inhibition, % at 30 µM; hit rate 0.061% among 220,000; in the data active = inhibition above about 25%; also: inactives centre near -15
Target sequence (P09958 108-714 limits assumed): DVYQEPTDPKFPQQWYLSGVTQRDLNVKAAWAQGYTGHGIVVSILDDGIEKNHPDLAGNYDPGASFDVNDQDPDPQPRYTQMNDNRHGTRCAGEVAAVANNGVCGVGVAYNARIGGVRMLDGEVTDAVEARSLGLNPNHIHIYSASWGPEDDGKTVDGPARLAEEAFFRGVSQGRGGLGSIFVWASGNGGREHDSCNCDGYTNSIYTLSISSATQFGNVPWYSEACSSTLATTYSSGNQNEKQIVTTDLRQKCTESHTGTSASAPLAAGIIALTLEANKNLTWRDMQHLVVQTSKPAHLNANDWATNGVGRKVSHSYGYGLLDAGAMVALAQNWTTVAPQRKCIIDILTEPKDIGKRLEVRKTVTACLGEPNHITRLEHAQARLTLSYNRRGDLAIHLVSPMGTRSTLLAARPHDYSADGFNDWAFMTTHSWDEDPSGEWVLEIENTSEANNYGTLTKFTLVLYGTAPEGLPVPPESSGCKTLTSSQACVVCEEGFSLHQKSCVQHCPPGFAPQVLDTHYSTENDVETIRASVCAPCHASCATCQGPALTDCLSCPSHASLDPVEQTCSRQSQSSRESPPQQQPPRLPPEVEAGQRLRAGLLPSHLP
Thrombin inh: thrombin (human) inhibition | alpha-thrombin, Boc-VPR-AMC fluorogenic substrate cleavage | AID 1046 | hit rate 0.26% among 220,000 | P00734 | inhibition, % at 5 µM;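 active = inhibition at or above 40%; inactive = inhibition below 40%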;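 also: 0% = enzyme with no compound and 100% = wells without enzyme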
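Material: human alpha-thrombin protein. Incubation: reaction at ambient temperature. Technique: fluorescence of released AMC, ex 355 nm, em 460 nm. Control set: no-compound enzyme wells and no-enzyme blanks. Also added: Boc-VPR-AMC substrate, 15 µM final. Buffer or medium: pH 7.5 Tris (50 mM) with NaCl 150 mM, Tween 20 0.05%.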
Active calls of the source: *; i = inactive; x = no result given; [ ] = dose if it differs, or a comment.

Every second line gives: TbHK1 inh	PPC-1+TRAIL kill	KCC2 mod	EBV gp42 inh	zfTRPN1 agonist	TRPML3 agonist	Calpain2 inh	Furin inhibitor	Thrombin inh
> COc1cc(NC(=O)C2COc3ccccc3O2)c(OC)cc1Cl (stereo not drawn)
→ -2.1	17.8	x	0.3	-2.3	-0.1	16.8	-13.4	3.3
> Cc1nc2sccc2c(=O)n1N
→ -0.7	32.3	0.351	-6.4	1.2	0.8	-16.9	-27.3	-2.9
> Cc1oc(-c2cccs2)nc1CN1CCC(CO)(CCOc2ccccc2)CC1
→ 11.5	22.8	0.0302	2.1	0.2	0.2	-5.3	-16.8	-4.7
> CN(c1ccccc1)S(=O)(=O)c1ccc(NC(=O)c2ccc(-c3ccccc3)cc2)cc1
→ -8.3	-3.2	-0.266	-4.8	1.2	1.1	-28.5	-10.3	-2.2
> COc1cccc(C(=O)NCc2ccc(N3CCN(C(=O)OC(C)(C)C)CC3)cc2)c1
→ -2.7	-11.0	x	-0.7	3.1	0.4	3.1	-16.2[20 µM]	1.8
> CC1CCCCC1NCC#CCOc1ccc(Cl)cc1 (stereo not drawn)
→ 13.4	-6.1	-0.287	0.6	0.8	1.1	23.4	-12.3	-5.4
> CC(=O)Nc1cc2c(ccc3ccccc32)oc1=O
→ -23.2	17.8	0.949	-1.0	-0.3	0.7	i	-59.1	-9.2
> C=CCCC(=O)Nc1nc(C)c(-c2csc(Nc3ccc(Cl)cc3)n2)s1
→ -18.0	23.6	0.0845	-2.2	0.1	-0.5	-194.7	-11.0[20 µM]	-3.4
> COc1ccc(OCCCC(=O)Nc2cc([N+](=O)[O-])ccc2C)cc1
→ -2.4	2.8	x	-21.1	-0.9	-1.3	-11.1	-1.6[20 µM]	-2.3
> Cc1ccc(NC(=O)c2ccc(-n3cccn3)nc2)cc1
→ -5.2	-8.8	0.562	-1.5	1.0	0.7	-53.7	-24.6	-8.8
> CCOC(=O)c1c(N)sc2c(NC(C)=O)cccc12
→ 2.4	10.9	x	-20.4	-1.3	0.3	-26.6	-14.9	1.4
> O=C(OCn1nnc2ccccc2c1=O)c1ccco1
→ 1.8	-0.7	x	-15.2	-0.4	0.0	-12.2	-13.2	4.1
> CCNC(=O)NCCc1c[nH]c2ccc(Cl)cc12
→ 1.1	21.4	0.729	6.1	-0.1	0.3	17.6	-11.9	-2.6
> CC(C)(C)c1ccc(C(=O)Oc2ccc3c(c2)OCC3=O)cc1
→ 5.5	10.1	1.25	-8.8	-1.0	0.7	23.3	-7.2[20 µM]	-1.3
> COc1ccc(Cc2nc3ccccc3n2CC(=O)N/N=C/c2ccccc2)cc1OC
→ 1.5	0.3	0.191	3.5	2.3	0.4	-14.4	-13.0	8.6
> COc1ccccc1OCC(=O)NNC(=S)NC(=O)c1ccco1
→ -3.0	11.5	1.02	-11.6	-1.2	-0.7	-20.8	-11.7[20 µM]	-1.2
> CC(C)NC(=O)CCCc1cn(C)c2ccccc12
→ -2.0	-15.9	x	-7.4	-1.7	-0.1	-8.9	-30.5	-4.1
> COc1ccc(NC(=S)Nc2cccc(C(F)(F)F)c2)c(C)c1
→ -1.2	-15.3	0.165	-0.7	1.2	1.2	-14.3	-27.9	-4.1
> CCCn1nc(C(=O)OCC(=O)c2c(N)n(C)c(=O)n(C)c2=O)c2ccccc2c1=O
→ -4.7	-8.2	-1.95	-1.0	0.3	0.9	-1.2	-23.5	-9.5
> O=C1C2C(c3cccc(/C=C/c4ccccc4)c3)CC=CC2C(c2ccc3ccccc3c2)N1Cc1ccccc1 (stereo not drawn)
→ -39.0	7.6	0.0481	-14.3	x	x	-90.8	-33.0	-1.7
> ClCc1cc2ccccc2nc1Cl
→ 0.2	11.6	-0.116	-9.1	1.4	0.5	12.5	-16.6	-4.5
> Cc1nc(CS(=O)(=O)c2ccccn2)sc1C(=O)NNC(=O)c1c(F)cccc1Cl
→ -18.5	2.6	1.01	-5.7	1.6	1.3	-14.3	-20.6	-0.4
> Cc1cc(N2CCCN(C)CC2)nc2cc(Cl)ccc12
→ -28.9	7.4	0.267	-26.0	1.6	1.7	-39.6	-7.5	0.2
> O=C(Nc1ccc2c3c(cccc13)CC2)c1ccco1
→ -11.0	-2.3	x	-5.3	-0.4	0.1	-3.2	-16.0	2.5
> C=CCNC(=O)C1CC(=O)N(c2ccc(OCC(=O)Nc3cccc(OC)c3)cc2)C1 (stereo not drawn)
→ 5.1	3.2	0.032	-11.8	0.5	0.6	-19.4	-12.0[20 µM]	-0.1
> Cc1nc2ccc(S(=O)(=O)NC(C(=O)N3CCCCCC3)C(C)C)cc2s1 (stereo not drawn)
→ -2.1	13.1	x	-10.2	-0.9	0.0	-23.4	-2.2	-1.7
> CCNC(=S)NS(=O)(=O)c1ccc(Cl)cc1
→ 3.3	-7.8	x	-2.5	-0.4	0.9	-47.9	-28.1[20 µM]	-16.2
> CCOC(=O)C1CCN(C(c2cccs2)c2sc3nc(C)nn3c2O)CC1 (stereo not drawn)
→ -12.5	11.9	-1.62	-7.8	0.1	-0.3	20.3	-12.2	8.2
> O=C(NCc1ccc(F)cc1)c1cnn2ccccc12
→ 1.9	12.0	0.273	-25.1	0.5	0.1	-25.1	-20.8	-1.6
> Cc1ccccc1NC(=O)CN1C(=O)CSc2ccccc21
→ -7.0	15.3	0.78	-16.8	0.9	0.5	-9.7	-28.6	-0.4

Continued, starting with the last two of the part before.
Every second line gives: TbHK1 inh	PPC-1+TRAIL kill	KCC2 mod	EBV gp42 inh	zfTRPN1 agonist	TRPML3 agonist	Calpain2 inh	Furin inhibitor	Thrombin inh
> O=C(NCc1ccc(F)cc1)c1cnn2ccccc12
→ 1.9	12.0	0.273	-25.1	0.5	0.1	-25.1	-20.8	-1.6
> Cc1ccccc1NC(=O)CN1C(=O)CSc2ccccc21
→ -7.0	15.3	0.78	-16.8	0.9	0.5	-9.7	-28.6	-0.4
> Cc1ccc(NC(=O)c2ocnc2C)cc1Cl
→ 16.0	-3.2	x	-25.6	1.9	0.0	1.7	-12.2	-0.1
> CC12CCC(C(=O)Nc3ccccc3Cl)([C@H](Br)C1=O)C2(C)C (stereo partly drawn)
→ -6.9	-25.5	0.65	-15.8	-2.2	1.0	8.8	-14.9	2.3
> O=C1C2C3C=CC(C2C(=O)N1C1CCCCC1)C1C(=O)N(C2CCCCC2)C(=O)C31 (stereo not drawn)
→ -5.0	-10.2	-0.162	-20.7	1.7	1.3	-26.8	-14.6[20 µM]	2.7
> Cc1ccc(S(N)(=O)=O)c(C)c1-n1cnnn1
→ -5.3	-10.8	0.106	-4.2	0.9	1.4	16.2	-39.6	2.3
> Oc1cccc(C2c3[nH]c4ccccc4c3CCN2Cc2cnn(-c3ccccc3)c2)c1 (stereo not drawn)
→ 0.4	4.6	-0.0779	4.2	0.4	0.8	-151.3	-26.8	-8.9
> COc1ccc(-c2nc(=S)[nH][nH]2)cc1OC
→ -3.1	9.9	1.38	-1.1	2.1	0.5	-29.3	-16.1	-2.8
> CCN(CC)S(=O)(=O)c1ccc2[nH]cc(C(=O)NCCN3CCCCCC3)c(=O)c2c1
→ -8.6	0.5	0.0761	-16.6	2.1	0.8	-84.6	-33.0	0.1
> COc1cc(C(=S)N2CCOCC2)ccc1OC(=O)c1cc([N+](=O)[O-])cc([N+](=O)[O-])c1
→ -3.2	24.8	-0.533	-6.7	0.2	1.4	5.4	-17.8	-1.4
> COc1cc(C(=O)N/C(=C\c2cn(S(=O)(=O)N(C)C)c3ccccc23)C(=O)NCCCO)cc(OC)c1OC
→ -8.0	2.0	-0.0199	8.1	0.3	0.6	11.5	1.1	-6.7
> CCN(CCCn1c(=S)[nH]c2ccc(N3CCOCC3)cc2c1=O)c1ccccc1
→ -1.1	14.7	4.86*	6.2	0.6	-0.3	-45.3	-18.6	3.6
> COc1cc(OC)cc(C(=O)Nc2nnc(Cc3ccc(OC)c(OC)c3)s2)c1
→ -0.7	13.7	-0.021	-8.7	-2.6	-0.5	21.7	-7.2	5.0
> CCCCN(C(=O)Nc1ccc(Cl)cc1)C1CCN(C(C)=O)CC1
→ -2.2	-1.3	0.153	-15.1	0.1	0.5	-3.9	-14.8[20 µM]	0.0
> CC1CC(C)CN(CCCNC(=O)C2CCN(c3ncnc4c3sc3cccc(F)c34)CC2)C1 (stereo not drawn)
→ -28.7	20.1	-1.97	-18.7	0.3	0.4	-20.5	-5.2	-3.2
> C=CCOc1ccc(/C=C2\SC(=S)N(N3CCOCC3)C2=O)cc1
→ -43.2	-0.8	1.03	-25.4	-0.9	0.3	8.8	-0.6	1.6
> COc1ccc(CN/C=C2\CCCCC2=O)cc1
→ -7.6	-6.3	0.706	-12.6	0.8	0.3	-3.9	-20.6[20 µM]	-1.9
> Cc1ccc(NC(=O)CSc2ncc3ccccn23)cc1C
→ -6.5	-12.5	-0.497	-1.9	0.5	0.0	-38.3	-24.2	-2.0
> O=C(O)c1ccccc1-c1cn2cc(Cl)ccc2n1
→ -1.4	26.8	0.94	10.5	1.1	0.4	18.9	-17.6	-1.1
> O=C(NCc1ccco1)C1CCCN(S(=O)(=O)c2ccc(Br)cc2)C1 (stereo not drawn)
→ 2.2	9.1	0.256	3.6	0.0	0.0	26.0	-11.3	1.9
> COc1ccnc(Oc2ccc(C)cc2C)c1C#N
→ 7.7	8.9	0.765	-0.5	-0.9	-0.5	-43.6	-13.1	0.0
> CCOc1cc(/C=C2\SC(=N)N(c3nonc3N)C2=O)ccc1OCC(N)=O
→ -22.3	2.7	1	-17.1	0.1	0.7	-95.5	-14.7	-2.3
> CCOC(=O)Cn1ncc2c(=O)oc3ccccc3c21
→ 1.8	9.8	-1.68	-0.2	0.4	0.7	-10.2	-23.4	-4.3
> CCOC(=O)/C(C(=O)Nc1ccccc1Br)=C1/NC(C)(C)Cc2ccccc21
→ -14.5	16.3	-0.37	6.5	-0.1	0.2	-4.4	-31.0	1.1
> COc1ccc(-c2noc(CCC(=O)N(C)c3cccc(C)c3)n2)cc1
→ -0.8	7.6	x	-7.3	-0.7	-0.2	-18.8	-1.5[20 µM]	0.1
> O=C(c1ccc2nc(N3CCOCC3)sc2c1)N1CCC(Cc2ccccc2)CC1
→ -12.5	26.4	-2.89	-1.6	2.9	0.5	11.7	-20.8	-3.1
> O=C(CSc1ccc(-c2ccncc2)nn1)c1ccc(Cl)cc1
→ -2.1	5.0	-0.548	-5.2	1.5	1.4	-15.1	-20.6	0.8
> O=C(Nc1cccc(Cl)c1)OCc1cn(-c2ccccc2)nn1
→ 0.7	-0.4	0.435	-13.9	0.0	0.0	-19.5	-29.6	-8.2
> O=C(O)CCC(=O)Nc1ccc(/C=C/C(=O)C2CC2)cc1
→ -54.3	x	-0.00206	-15.0	0.3	0.1	-23.9	-4.0	16.4
> NC(=O)c1cc2ccc(O)cc2oc1=NCc1ccccc1
→ 3.3	20.8	i	107.9*	0.9	0.4	-422.9	-66.4	-3.6
> Cc1nc(-c2cccc(NS(=O)(=O)c3ccccc3)c2)cs1
→ -0.5	17.2	-1.1	-1.0	-1.8	-1.7	23.0	-20.7[20 µM]	39.1
